Compound activity as filed in PubChem BioAssay.
hgDAF-12 ag = H. glycines DAF-12 receptor agonists, primary screen, cell-based, luminescence, HEK293, GAL4 fusion, UAS-luciferase | Nuclear hormone receptor DAF-12 (Heterodera glycines), GAL4 fusion | HEK293 GAL4-hgDAF12 UAS-luciferase reporter, agonist luminescence; normalized to butyrate control | activation, % at 6.8 µM | 1.8% of 370,000 active | AID 687014, 2013;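 active = activation above a cutoff set at the mean of all screened compounds plus 3 SD, cut at about 10% in these data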;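 also: 0% = DMSO wells and 100% = sodium butyrate wells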
hcDAF12 agonist = H. contortus DAF-12 nuclear receptor activators, primary screen, cell-based, luminescence, HEK293, lit1-tk-luc reporter; HEK293 hcDAF-12 lit1-tk-luc reporter; 0% DMSO, 100% Δ7-dafachronic acid; 1.4% of 370,000 active; AID 652067, 2013; activation, % at 6.8 µM;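 active = activation above the mean of all tested compounds plus 3 SD, cut at about 5.5% in these data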;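 also: 100% = response to 3 µM Δ7-dafachronic acid high control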
Rev-erbA mod = modulators of Rev-erb alpha DNA binding, primary screen, biochemical, FITC-DNA, fluorescence polarization, uHTS; Rev-erbα–FITC-DNA binding, 90 min; Nuclear receptor subfamily 1 group D member 1 (Homo sapiens), P20393; 0.79% of 370,000 active; activity, % at 10 µM;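 active = activity above about 14%, limit read from the data; passing the limit was not always enough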;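 also: 0% = DMSO wells with 35 nM protein and 100% = DMSO wells with 750 nM protein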
Target sequence (P20393 whole entry, looked up): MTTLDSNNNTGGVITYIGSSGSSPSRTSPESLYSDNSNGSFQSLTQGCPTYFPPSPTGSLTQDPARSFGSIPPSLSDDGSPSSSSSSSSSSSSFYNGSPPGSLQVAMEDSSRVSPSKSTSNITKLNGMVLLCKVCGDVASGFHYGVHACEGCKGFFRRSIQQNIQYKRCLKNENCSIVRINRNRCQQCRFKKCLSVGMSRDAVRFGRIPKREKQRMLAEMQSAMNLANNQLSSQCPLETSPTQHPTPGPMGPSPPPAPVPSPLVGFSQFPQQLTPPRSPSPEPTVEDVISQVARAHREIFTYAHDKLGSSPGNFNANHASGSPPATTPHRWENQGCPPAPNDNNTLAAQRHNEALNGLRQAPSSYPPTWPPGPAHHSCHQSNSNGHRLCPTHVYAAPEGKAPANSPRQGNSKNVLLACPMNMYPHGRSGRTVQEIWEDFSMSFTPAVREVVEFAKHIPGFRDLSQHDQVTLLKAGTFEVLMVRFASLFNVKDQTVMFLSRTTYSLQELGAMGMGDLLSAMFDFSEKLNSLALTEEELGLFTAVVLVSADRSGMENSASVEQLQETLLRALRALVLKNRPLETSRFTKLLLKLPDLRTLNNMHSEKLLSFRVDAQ
PG9 Ab binder = binders of HIV-1 gp120 antibody PG9, primary screen, biochemical, TR-FRET. HIV-1 gp120 / PG9 antibody interaction. TR-FRET gp120-PG9 antibody binding. inhibition, % at 6.7 µM. 0.43% of 360,000 active; in the data active = inhibition above about 8.5%
SMARCA2 activ = SMARCA2 (BRM) function activators, primary screen, cell-based, luminescence, high throughput; 1% of 370,000 active; AID 652017, 2013; MG213 cells, MMTV-luciferase reporter, dexamethasone, overnight; activation, % at 9.1 µM; in the data active = activation above about 7.8%;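 also: 0% = vehicle wells and 100% = reference activator wells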
FXN GAA850 act = FXN promoter activators, primary screen, cell-based, luciferase luminescence, HEK293 lucGAA850; 0.56% of 360,000 active; activation, % at 6 µM; HEK293 lucGAA850 FXN promoter luciferase reporter, 24 h; percent of 10 µM SAHA response;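 active = activation above the average of all compounds screened plus 3 SD, cutoff fixed separately per campaign, cut at about 7.5% in these data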;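 also: 0% = DMSO wells and 100% = 10 µM SAHA wells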
ssDAF12 agonist = S. stercoralis DAF-12 nuclear receptor activators, primary screen, cell-based, luminescence, HEK293, GRIP1 co-expression, lit1-tk-luc; HEK293 ssDAF-12/GRIP1 lit1-tk-luc reporter; % of 3 µM dafachronic acid response; Nuclear hormone receptor DAF-12 (Strongyloides stercoralis); activation, % at 6.8 µM; 1% of 370,000 active;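 active = activation above the mean over all tested compounds plus 3 SD, cut at about 0.9% in these data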;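 also: 0% = DMSO-only wells and 100% = 3 µM delta7-dafachronic acid wells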
DAX1 inh-1 = DAX1 (NR0B1) inhibitors on StAR promoter, primary screen, cell-based, luminescence, SF-1 (NR5A1), full-length DAX-1; AID 652010, 2013; 1.1% of 370,000 active; HEK293T StAR-luciferase reporter, SF-1/DAX-1 repression relief; inhibition, % at 6.8 µM;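 active = inhibition above the mean over all tested compounds plus 3 SD, cut at about 3.6% in these data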;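 also: 0% = DAX-1 cells with DMSO and 100% = cells lacking DAX-1 with DMSO; higher inhibition means more luminescence from relief of DAX-1 repression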
HGIII-sPLA2 inh = human group III sPLA2 inhibitors, primary screen, biochemical, QFRET, BODIPY PC-A2 liposome substrate. QFRET BODIPY PC-A2 liposome hydrolysis, fluorescence. inhibition, % at 12.2 µM. AID 743126, 2013. 0.56% of 370,000 active. Group 3 secretory phospholipase A2 (Homo sapiens), Q9NZ20;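 active = inhibition above mean plus 3 SD of compounds lying within the high and low control bounds, cut at about 19% in these data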;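 also: 0% = median of test compound wells and 100% = no enzyme DMSO wells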
DAX1 inh-2 = DAX1 (NR0B1) inhibitors, primary screen, cell-based, HEK293, Gal4-DAX1, luciferase luminescence; HEK293 Gal4-DAX1 luciferase reporter; 0.99% of 340,000 active; AID 504766, 2011; inhibition, % at 6.75 µM;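 active = inhibition above the mean over all tested compounds plus 3 SD, cut at about 4.2% in these data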;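 also: 0% = DAX1-transfected cells with DMSO and 100% = empty-vector control cells with DMSO; inhibition shows as a rise in luminescence from relieved DAX1 repression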
Target sequence (P51843 207-470 limits assumed): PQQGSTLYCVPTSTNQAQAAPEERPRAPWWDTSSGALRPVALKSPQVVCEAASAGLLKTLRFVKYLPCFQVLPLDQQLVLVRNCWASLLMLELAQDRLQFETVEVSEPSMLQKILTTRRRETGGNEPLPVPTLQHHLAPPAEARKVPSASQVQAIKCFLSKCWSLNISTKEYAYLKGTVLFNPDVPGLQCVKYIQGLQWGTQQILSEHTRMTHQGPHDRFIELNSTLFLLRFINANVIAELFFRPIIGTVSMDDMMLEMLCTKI
PLCb3 inh = human PLC-beta3 inhibitors, primary screen, biochemical, fluorescence; 0.18% of 370,000 active; inhibition, % at 12.2 µM; Purified PLC-beta3, fluorogenic substrate; in the data active = inhibition above about 11%;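 also: 0% = median of compound wells on plate and 100% = full blocker control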
* marks the source's active call; other numbers are inactive results; i = inactive; · = not tested or not shown.

SMILES,PLCb3 inh,hcDAF12 agonist,Rev-erbA mod,ssDAF12 agonist,DAX1 inh-1,PG9 Ab binder,FXN GAA850 act,HGIII-sPLA2 inh,DAX1 inh-2,SMARCA2 activ,hgDAF-12 ag
CCO[C@@H]1OC(C(=O)NCc2ccccc2)=C[C@H](C2CC2)[C@H]1CCCO,0,-2.2,-2,-1.5,0.5,2.2,-1.9,10,1.7,-3,-2.2
CCOC(=O)C1(Cc2cccc(OC)c2)CCN(CC=C(C)C)CC1,-8,-1.4,-5,-1.2,-0.1,0.6,-2.4,-26,-0.9,-2,1.1
CCn1c2ccccc2c2nnc(SCc3ccc(C(=O)OC)o3)nc21,-8,-1.4,-5,-2.2,-0.6,0.9,6.7,-3,0.7,2,-2.7
Cn1cnnc1SCc1ccc(C(=O)N=Nc2c(O)n(C)c3ccccc23)cc1,8,-3.5,2,-1.7,-0.8,-6.5,0.6,-1,-1.0,6,1.1
CC(C)(C)C1=C(C#N)C(c2ccc3c(c2)OCO3)C(C#N)=C(N)O1 (configuration not stated),-17,0.1,4,-0.5,0.1,1.2,-1.8,1,3.8,1,-1.8
O=C(/C=C/c1ccccc1)Nc1cccc(C(=O)O)c1,1,3.1,3,-0.7,4.4*,-0.3,3.4,-4,-8.4,4,13*
Cc1cc(=O)oc2cc(OCC(=O)OCC(=O)Nc3c(C)n(C)n(-c4ccccc4)c3=O)ccc12,-4,-1.7,4,-1.0,0.1,1.1,-0.9,1,-0.3,-4,1.0
O=C(NC1CCCC1)C1CC(=O)N(c2ccc(F)cc2)C1 (configuration not stated),1,0.8,7,-0.8,-0.3,-0.4,1.0,6,-0.2,-2,-0.8
C=CCN(C(=O)CSc1nnnn1C)c1nc(-c2ccccc2)cs1,-2,-1.8,1,-0.8,0.6,1.6,3.2,8,0.5,0,-1.2
O=C(C[C@@H]1C/C=C/CCCC(=O)O[C@H](c2ccccc2)CNC1=O)NCCO,6,-2.4,3,-1.7,0.2,-2.0,-2.7,9,2.5,3,1.3
O=C(C[C@H]1C/C=C\C[C@@H](Cc2ccc(F)cc2)C(=O)OC[C@@H]2CCCN2C1=O)NCCO,4,0.6,1,-1.4,1.2,-1.3,1.1,-3,0.1,1,-0.7
O=C(CCc1nnc(C2(c3ccc(Cl)cc3)CCC2)o1)NC1CC1,-6,-0.2,8,-1.7,-0.6,1.6,1.7,0,-0.3,-3,0.8
CC(NC(=O)c1cn(C)c2ccc(S(=O)(=O)N3CCCC3)cc2c1=O)c1ccc2c(c1)OCCO2 (configuration not stated),2,-1.5,3,-1.6,0.1,0.3,0.6,-2,-0.3,1,1.2
COc1cc(NC(=O)c2ccc(COCC(F)(F)F)o2)cc(OC)c1OC,2,0.5,1,-1.1,-0.8,-0.3,-0.3,-5,-0.3,-1,-1.7
OC(c1ccccc1)C(NCCNCc1ccccc1)c1ccccc1 (configuration not stated),5,2.2,-1,-0.9,-0.1,-2.0,-2.6,-6,-0.3,-1,2.9
Cc1cccc2cc(COC(=O)c3cccs3)c(=O)[nH]c12,2,1.4,-1,-1.2,-0.2,3.3,0.8,-3,0.2,-3,-2.1
O=C(Nc1ccc(F)cc1)c1cc(-c2ccccc2)no1,3,-0.1,-1,-1.0,0.3,-2.2,-0.9,-3,-0.9,2,1.5
CCCc1nnc(SCC(=O)Nc2ccc(OCC)cc2)n1N,3,0.2,-2,-1.4,0.1,0.0,-0.2,-2,0.5,-1,-2.0
Cc1c(S(=O)(=O)N2CCN(c3cccc(Cl)c3)CC2)c(=O)n(C)c(=O)n1C,-3,0.7,6,-1.1,-0.4,-1.2,0.4,-9,0.7,0,-2.7
Cn1c(CNC(=O)CCNC(=O)c2ccccc2F)cc(=O)n(C)c1=O,1,-1.2,-6,-1.0,1.3,-1.6,0.8,4,0.4,2,2.9
C=CCc1ccc(OCCn2cncn2)c(OC)c1,-6,-2.1,0,-1.6,0.1,-0.4,3.1,6,0.6,0,-2.9
COc1ncnc2c1cnn2-c1ccccc1,0,-0.8,·,-0.6,-0.5,2.2,1.9,-2,0.6,-1,1.6
CCOc1ccc(-n2c(SCC(=O)Nc3ccc(Br)cc3)nc3n[nH]c(C)c3c2=N)cc1,-2,0.1,14,-1.6,-0.9,5.0,2.0,1,0.5,1,-1.7
CC(=O)NCCNC(=O)C1(C)Cc2c(-c3cccc(C(N)=O)c3)ccnc2O1 (configuration not stated),1,-1.1,-9,-0.7,0.7,-0.8,0.3,13,·,-2,-2.4
COc1cc(F)ccc1-c1cc(C(=O)NCc2cccs2)[nH]n1,-3,-1.4,-3,-1.4,-0.3,-2.1,0.5,12,·,-1,-2.0
Cc1cc(C(=O)CSc2nc(N)cc(=O)[nH]2)c(C)n1CCc1ccc(F)cc1,0,-3.7,-4,-1.8,-2.0,0.4,3.2,-4,-1.9,-2,-4.7
CCOC(=O)[C@@H](CCc1ccccc1)N[C@H](C)C(=O)N1[C@H](C(=O)O)C[C@@H]2CCC[C@@H]21,4,-1.3,-6,-0.9,0.0,-1.1,2.1,-2,1.2,1,-1.5
Cc1ccccc1OCC(=O)Nc1ccc(S(=O)(=O)N2CCOCC2)cc1,-4,2.6,0,-0.5,-0.1,-3.8,1.6,-4,-0.3,3,-1.1
COc1ccc(CCNC(=O)COC(=O)c2cccs2)cc1OC,-7,-0.8,0,-0.5,-0.4,1.5,-2.5,6,0.1,-4,0.6
Cc1cc(C)nc(NC(=O)c2ccc(COc3ccccc3Cl)cc2)c1,-2,-3.1,0,-2.2,-1.0,-1.6,0.3,4,-1.7,-3,-1.0

Sorted by molar mass (ascending): part of the list above
SMILES,PLCb3 inh,hcDAF12 agonist,Rev-erbA mod,ssDAF12 agonist,DAX1 inh-1,PG9 Ab binder,FXN GAA850 act,HGIII-sPLA2 inh,DAX1 inh-2,SMARCA2 activ,hgDAF-12 ag
C=CCc1ccc(OCCn2cncn2)c(OC)c1,-6,-2.1,0,-1.6,0.1,-0.4,3.1,6,0.6,0,-2.9
C=CCN(C(=O)CSc1nnnn1C)c1nc(-c2ccccc2)cs1,-2,-1.8,1,-0.8,0.6,1.6,3.2,8,0.5,0,-1.2
CC(=O)NCCNC(=O)C1(C)Cc2c(-c3cccc(C(N)=O)c3)ccnc2O1 (configuration not stated),1,-1.1,-9,-0.7,0.7,-0.8,0.3,13,·,-2,-2.4
Cc1ccccc1OCC(=O)Nc1ccc(S(=O)(=O)N2CCOCC2)cc1,-4,2.6,0,-0.5,-0.1,-3.8,1.6,-4,-0.3,3,-1.1

(list continues)
SMILES,PLCb3 inh,hcDAF12 agonist,Rev-erbA mod,ssDAF12 agonist,DAX1 inh-1,PG9 Ab binder,FXN GAA850 act,HGIII-sPLA2 inh,DAX1 inh-2,SMARCA2 activ,hgDAF-12 ag
O=C(CCc1nnc(COc2ccccc2)o1)NCCc1cccs1,-1,0.1,3,-0.7,-0.3,3.1,1.9,7,1.5,0,-1.6
Cc1nnc(NC2=NCCC2)o1,2,2.5,-1,-1.7,-0.5,-1.9,-0.9,-1,-0.4,-1,-0.8
Cc1ccc(C)c2c1cc(C)c1nnc(SCC(=O)NCc3ccc4c(c3)OCO4)n12,0,-2.2,-2,-1.2,-0.1,-1.6,-1.6,2,0.8,1,-1.0
COc1cc2c(C(=O)N3CCOCC3)c(CSc3ccccc3)n(C)c2cc1Br,3,0.4,8,-1.6,-0.6,-4.2,2.6,-15,-1.4,2,-3.4
CSc1cccc(N2C(=O)C3CCCN3C2=S)c1 (configuration not stated),-3,-0.9,-6,-1.1,0.2,-0.4,0.3,-49,-0.2,-1,-2.0
CCOC(=O)c1ccc(NC(=S)N2CCN(Cc3ccccc3)CC2)cc1,1,1.1,0,-1.5,-0.2,-0.9,2.0,10,-0.9,-3,0.1
CS(=O)(=O)c1ccc(-c2nnc(NC(=O)c3ccc(S(=O)(=O)N4CCCC4)cc3)o2)cc1,3,-2.0,0,-0.7,-0.9,-1.0,0.3,-4,1.5,0,1.9
CC1CC(NC(=O)c2cc3c(=O)n4ccccc4nc3n2C)CC(C)(C)C1 (configuration not stated),i,-1.4,0,-0.8,-0.4,1.2,0.6,0,0.5,-2,-0.3
CSc1ncc(Cl)c(C(=O)Nc2ccc(S(=O)(=O)Nc3nccc(C)n3)cc2)n1,-5,4.0,-4,-0.8,3.5,-1.9,0.6,-10,-0.5,2,2.1
COc1cccc(-c2ccc(=O)n(CC(=O)NCCN3CCOCC3)n2)c1,1,-0.5,0,0.9*,-0.1,1.0,1.1,0,1.3,-2,2.8
NS(=O)(=O)c1ccc(CCNC(=O)c2cc([N+](=O)[O-])ccc2N2CCCCC2)cc1,1,0.5,-3,-1.4,0.6,0.4,-1.1,-5,1.5,0,1.1
Cc1cccc(CN(C)C[C@@H]2OCc3cnnn3CCCC(=O)N([C@H](C)CO)C[C@H]2C)c1,3,-0.7,-2,-0.5,1.2,0.6,-1.0,6,-0.2,-2,-2.3
CCOC(=O)C1CCN(CC(=O)Nc2c(C(=O)OC)[nH]c3ccc(Cl)cc23)CC1,-11,-3.9,-2,-2.3,-2.1,0.0,0.2,-45,-3.5,-4,-6.7
CN(CCc1ccccc1)c1cc2c(c3c1ccn3C)C1CCC2C1 (configuration not stated),1,-0.2,1,-1.4,-2.1,-2.3,·,9,·,-5,0.0
CCCNC(=O)C1(C)CCCN(Cc2cccc(Oc3ccccc3)c2)C1 (configuration not stated),0,0.0,-2,-1.6,-0.5,0.9,-0.8,1,·,-3,-0.1
O=C(NNC1=Nc2cc([N+](=O)[O-])ccc2OC1)c1ccccc1Cl,-7,1.0,-7,-1.4,0.1,-0.7,1.2,15,1.9,-2,0.6
COc1cccc(/C=N/NC(=O)CC2C(=O)NN=C2C)c1O (configuration not stated),-62,-0.9,6,-1.4,0.4,-0.7,0.2,-1,0.7,-1,-2.3
CC(=O)N1C(C(=O)O)CSC1c1ccc(C)cc1 (configuration not stated),7,-0.2,1,-0.7,-0.2,-1.3,0.6,-1,0.0,-2,0.5
COc1ccccc1/C=C(/NC(=O)c1ccccc1)C(=O)NCCN1CCOCC1,-4,0.0,4,-0.3,-0.1,-2.6,1.2,5,1.1,-1,0.2
C#CC[N+](CC)(CC)CC#Cc1cccc(Cl)c1,0,-0.4,4,-1.1,-0.4,0.7,0.9,2,0.3,-6,-0.6
